# Screening data: PubChem, several laboratories
# CDK5 p35 inh = CDK5/p35 (human) kinase inhibition; Recombinant CDK5/p35, ADP-Glo luminescence, 60 min; Q00535+Q15078; inhibition, % at 10 µM; hit rate 0.01% among 330,000;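 active means highest replicate inhibition of at least 50% and at least 75% of replicates reaching 50%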;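 further: plate controls were DMSO neutral control for no effect and GW8510 at 10 µM for full effect; many of its hits are not listed in these tables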
# Target sequence (Q00535 whole entry, looked up): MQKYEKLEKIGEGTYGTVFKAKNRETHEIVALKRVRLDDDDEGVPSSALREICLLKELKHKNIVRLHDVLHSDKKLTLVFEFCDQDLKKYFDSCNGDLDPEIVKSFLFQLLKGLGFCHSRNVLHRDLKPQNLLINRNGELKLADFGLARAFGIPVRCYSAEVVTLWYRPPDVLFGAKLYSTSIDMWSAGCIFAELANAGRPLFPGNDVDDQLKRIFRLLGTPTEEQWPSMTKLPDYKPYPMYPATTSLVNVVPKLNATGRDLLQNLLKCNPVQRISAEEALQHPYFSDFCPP
# Target sequence (Q15078 whole entry, looked up): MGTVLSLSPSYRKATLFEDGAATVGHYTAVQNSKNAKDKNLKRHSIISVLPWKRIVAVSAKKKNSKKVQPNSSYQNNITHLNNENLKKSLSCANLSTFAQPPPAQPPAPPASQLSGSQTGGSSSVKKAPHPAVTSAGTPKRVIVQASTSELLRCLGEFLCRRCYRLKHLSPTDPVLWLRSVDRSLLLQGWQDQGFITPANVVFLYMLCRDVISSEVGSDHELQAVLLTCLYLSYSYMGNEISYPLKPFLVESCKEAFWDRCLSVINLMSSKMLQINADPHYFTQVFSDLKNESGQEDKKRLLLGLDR
# HTR5A inv ag = counter-screen for OPRM1-OPRD1 inverse agonists: human HTR5A inverse agonism; hit rate 0.083% among 340,000; AID 504634; inhibition, % at 9.3 µM; HTR5A cell line, luminescence; in the data active means inhibition mostly above about 23%, no sharp cut-off; inactive means mostly below about 18%;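 further: 0% = cells with DMSO and 100% = no-cell wells with DMSO; some compounds called inactive have numbers as strong as hits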
# SR-BI HDL uptake = blocks mouse SR-BI lipid uptake from DiI-HDL. Q61009. ldlA[mSR-BI] CHO cells, DiI-HDL uptake fluorescence, 3 h. inhibition, % at 12.5 µM. hit rate 0.96% among 320,000. AID 488896;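 active means mean replicate inhibition of at least 70% and a set share of replicates each scoring 70 or more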;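 further: 0% = median of neutral control wells and 100% = median of positive control wells; values of inactives mirror those of a sister screen read the other way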
# HTR5A ag = activates human HTR5A in OPRM1-OPRD1 agonist counter-screen. P47898. HTR5A agonist assay, luminescence, cell-based. activation, % at 9.3 µM. hit rate 0.61% among 340,000; in the data active means activation mostly above about 9.5%, no sharp cut-off; inactive means mostly below about 7.6%;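 further: 0% = cells with vehicle only and 100% = reference agonist; strong numbers were not always called active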
# Wnt act = activates Wnt/beta-catenin signaling in a reporter cell assay | activator, plate reader | activation, % at 9.35 µM | hit rate 1.2% among 300,000; in the data active means activation above about 30%, passing the limit was not always enough;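 further: 0% = neutral control wells and 100% = positive control wells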
# NSD2 inh = NSD2 (human) methyltransferase inhibition; O96028; NSD2 peptide methylation, AlphaScreen, 120 min; inhibition, % at 12.5 µM; hit rate 0.54% among 310,000; AID 743445; in the data active means inhibition above about 50%
# dFosB activator = enhances mouse delta FosB homodimer DNA binding; activation, % at 25 µM; purified delta FosB, TAMRA-CDK5 oligo fluorescence polarization; percent of positive-control signal above neutral wells; hit rate 0.99% among 340,000;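 active means mean activation above about 17%, with every replicate also reaching it, limit read from the data, passing the limit was not always enough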;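 further: fluorescence polarization rise as delta FosB binds a TAMRA Cdk5 AP-1 oligo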
# Target sequence (P13346 whole entry, looked up): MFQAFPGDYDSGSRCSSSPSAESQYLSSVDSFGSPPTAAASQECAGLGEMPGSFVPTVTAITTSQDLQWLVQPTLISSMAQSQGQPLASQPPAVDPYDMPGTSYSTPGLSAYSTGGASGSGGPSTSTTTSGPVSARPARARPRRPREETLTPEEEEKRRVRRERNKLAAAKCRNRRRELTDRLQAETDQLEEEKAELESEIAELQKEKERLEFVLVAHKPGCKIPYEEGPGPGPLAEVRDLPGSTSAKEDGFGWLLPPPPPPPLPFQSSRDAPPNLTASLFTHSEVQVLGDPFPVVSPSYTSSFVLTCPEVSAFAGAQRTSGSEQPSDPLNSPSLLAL
# V-ATPase pH = alters yeast V-ATPase proton transport | AID 504577 | hit rate 0.37% among 350,000 | response, % at 10 µM | S. cerevisiae, pHLuorin cytosolic pH fluorescence; in the data active means response mostly above about 7.3%, no sharp cut-off; inactive means mostly below about 5.4%; further: actives read high; inactives centre near 0; some compounds called inactive have numbers as strong as hits; reference of the scale not given here
# PvdQ acylase = P. aeruginosa PvdQ acylase inhibition. purified PvdQ acylase, fluorescence plate reader. inhibition, % at 10 µM. hit rate 0.063% among 340,000; in the data active means inhibition above about 30%, passing the limit was not always enough;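 further: 0% = vehicle neutral wells and 100% = reference inhibitor wells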
# MITF TRPM1 HTS = MITF TRPM1 promoter activation in melanoma cells | SK-MEL-5 TRPM1-promoter luciferase, 24 h; % of positive control, neutral wells = 0 | AID 588334 | activation, % at 12.5 µM | hit rate 0.75% among 300,000;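 active means mean activation of at least 80% with every replicate also reaching 80%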;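 further: 0% = neutral control wells and 100% = parthenolide positive control wells; values of inactives mirror those of a sister screen read the other way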
# Starred values were filed as active, the others as inactive; . = not tested or not shown.
# Order of values: PvdQ acylase	V-ATPase pH	HTR5A inv ag	HTR5A ag	SR-BI HDL uptake	MITF TRPM1 HTS	NSD2 inh	CDK5 p35 inh	Wnt act	dFosB activator
CCCc1nc2nc(C)c(NS(=O)(=O)c3ccc(C4CCCCC4)cc3)c(=O)n2[nH]1
  -4	-1	-3	1	.	-2	4	-2.4	-4	-9
C=CCSc1nnc(NC(=O)CCN2C(=O)C3CC=CCC3C2=O)s1 (centres undefined)
  4	-2	-1	0	-23	30	-3	1.4	6	-1
CNC(=O)CSc1nc2cccnc2n1-c1ccc(F)cc1
  6	0	25	-3	-7	.	-1	1.0	1	0
CC(C)(C)S(=O)N1Cc2cc(CO)cc(CCO)c2[C@@H]1CCO (some centres undefined)
  -4	1	-19	5	10	15	.	0.4	-2	-2
CCN1C[C@@H]2[C@@H]3C(=O)N(C)C(=O)[C@@H]3[C@](Cc3ccccc3)(C1=O)N2C(=O)c1ccc(Cl)c(Cl)c1
  10	-1	8	1	-3	8	.	-2.9	2	1
Cc1ccc(C(=O)Cn2c(N3CCOCC3)nc3c2c(=O)n(C)c(=O)n3C)cc1
  -10	0	-1	1	-18	7	-2	-1.7	15	7
CN(C(=O)CSc1nc2ccccc2c(=O)n1-c1ccc(F)cc1)C1CCS(=O)(=O)C1 (centres undefined)
  -9	-1	7	-3	-7	-6	-3	0.6	0	2
O=C(COC(=O)c1ccc([N+](=O)[O-])cc1)Nc1ccc(Cl)cn1
  -12	2	3	-1	7	3	-1	-0.3	-2	0
CCOC(=O)c1cc(-c2cc(OC)c(OC)c(OC)c2)nc2c1c(=O)[nH]c(=O)n2Cc1ccccc1
  -8	-2	-9	-1	1	14	-1	-1.8	0	-3
Cc1nnc(N2CCCC(C(=O)NCc3ccccc3F)C2)c2nn(-c3ccccc3)c(C)c12 (centres undefined)
  1	-1	-18	1	1	-29	-2	-2.9	2	-4
O=C(CN(Cc1ccco1)C(=O)CNS(=O)(=O)c1ccc(F)cc1)NCCc1ccccc1
  2	1	1	2	0	6	1	-1.8	.	6
O=C(Nc1ccccn1)c1ccc(C(=O)Nc2ccccn2)cc1
  -13	-1	-5	1	27	.	.	0.2	.	0
Clc1ccccc1CN1CCN(c2ncccn2)CC1
  -10	2	-3	1	-9	.	0	0.8	0	-12
COc1cccc(CNC(=O)N2CCN(S(=O)(=O)c3ccc(C)cc3)CC2)c1
  4	0	-11	4	-5	-10	-4	7.0	-1	-6
COc1ccc(C(NC(C)=O)c2ccc3cccnc3c2O)c(OC)c1 (centres undefined)
  -6	1	11	-5	-12	-60	.	-1.4	.	-3
Cc1ccc(Cl)cc1NC(=O)C1CCCCC1C(=O)O (centres undefined)
  -6	0	-2	1	-1	11	-2	1.1	.	-9
O=C(CCN1CCN(S(=O)(=O)c2ccc(F)cc2)CC1)Nc1ccccc1F
  -17	0	-34	1	-7	10	-1	-2.9	-3	-4
CC1Cc2nc(SCC(=O)Nc3ccc(F)cc3)n(C)c(=O)c2S1 (centres undefined)
  -3	-4	1	-1	13	-7	.	-2.5	.	-5
CCn1c(CNC(=O)C2CCCCC2)cc2ccccc21
  -25	2	-2	0	24	.	-4	0.8	-1	10
COC(=O)[C@]1(Cc2ccccc2)N[C@H](CN(C)S(=O)(=O)c2ccc(-c3ccccc3)cc2)[C@@H]2C(=O)N(C)C(=O)[C@@H]21
  11	-2	6	-2	33	-1	.	2.1	-2	-1
Cc1cc(C)c(S(=O)(=O)Nc2ccccc2C(=O)OCC(=O)NCc2ccccc2)c(C)c1
  3	-1	-1	-4	4	-6	-2	1.7	0	-5
Cc1ccc2nc(-c3cccnc3)cc(C(=O)Nc3ccccc3[N+](=O)[O-])c2c1
  -5	-2	1	6	21	-16	-1	-10	2	11
Cc1ccccc1NC(=O)OCCN1CCN(Cc2ccccc2)CCC1=O
  7	-4	3	-1	10	-9	.	2.1	1	-11
CCCCOC(=O)Cc1c(O)c2ccccc2[nH]c1=O
  -13	4	4	5	-19	-2	-1	-2.5	.	3
CCC(CC)COC(=O)C(C#N)c1nc2ccccc2nc1N1CCN(CC)CC1 (centres undefined)
  -6	-2	-9	-2	26	13	34	-1.1	.	-12
O=C(COC(=O)C1CC2C=CC1C2)Nc1ccccc1F (centres undefined)
  -12	1	0	0	-19	44	-5	-2.3	3	-5
C[C@@H](NC(=O)c1nc[nH]c1C(=O)NCc1ccccc1)c1ccccc1
  -10	2	7	1	-20	8	.	0.8	-2	-8
S=C(NCc1cccnc1)Nc1cccc2ccccc12
  -8	1	-13	5	2	-8	-2	-1.1	-2	3
O=C(O)/C=C/C(=O)Nc1ccc(-n2ccc(C(F)(F)F)n2)cc1
  -20	-2	-7	5	-1	-10	-2	-0.8	-1	-7
COC(=O)c1ccc(C2C(C(=O)c3cc4ccccc4o3)=C(O)C(=O)N2CCCN(C)C)cc1 (centres undefined)
  -10	-1	-11	-5	-15	-5	3	-0.3	.	-12
Cc1cc(NC(=O)COC(=O)c2cccc(S(=O)(=O)N3CCOCC3)c2)no1
  -5	0	13	-1	-7	.	108*	-1.1	-3	-1
O=C(NCC1CCCO1)c1cccc(C(=O)NCC2CCCO2)c1 (centres undefined)
  -1	-5	1	0	-3	.	0	-0.1	0	2
COc1cccc(Nc2nc(N)c([N+](=O)[O-])c(NCc3ccccc3)n2)c1
  -3	1	-1	1	32	.	3	1.6	2	51*
O=C(O)c1ccc(NC(CSCc2ccc(F)cc2)C(=O)O)c([N+](=O)[O-])c1 (centres undefined)
  8	0	-18	8	-10	1	.	11	.	-1
C[C@]12c3[nH]c4cc(-c5ccco5)ccc4c3CCN1C(=O)[C@@H](CC(=O)NCc1ccco1)C[C@@H]2C(=O)N1CCOCC1
  -16	3	1	0	2	-5	.	-0.9	-2	-16
O=C1c2nccnc2C(=O)N1Cc1ccccc1
  14	-1	-14	4	-33	4	3	0.4	-3	-3
Cc1nc(SCC(=O)O)c(C#N)c2c1CCCC2
  -9	-1	-6	2	-9	-2	17	1.7	1	0
O=C(c1cccs1)N(CC1CCCO1)c1nc(-c2ccccc2)cs1 (centres undefined)
  -6	-2	9	4	48	4	-1	-1.6	19	-1
O=C(NC(=S)NNC(=O)c1cc2ccccc2cc1O)c1ccco1
  3	3	-1	-2	146*	30	-11	-2.6	2	-5
O=C1C=CC(=O)N1c1ccc(N2CCCCC2)cc1
  -14	1	1	0	-3	-12	51*	3.2	-7	-12

# One compound at a time (already shown). Order of screens: PvdQ acylase | V-ATPase pH | HTR5A inv ag | HTR5A ag | SR-BI HDL uptake | MITF TRPM1 HTS | NSD2 inh | CDK5 p35 inh | Wnt act | dFosB activator
# `O=C(O)c1ccc(NC(CSCc2ccc(F)cc2)C(=O)O)c([N+](=O)[O-])c1` (centres undefined) is listed as 8 | 0 | -18 | 8 | -10 | 1 | . | 11 | . | -1
# `O=C1c2nccnc2C(=O)N1Cc1ccccc1` is listed as 14 | -1 | -14 | 4 | -33 | 4 | 3 | 0.4 | -3 | -3

# The list continues.
# Order of values: PvdQ acylase	V-ATPase pH	HTR5A inv ag	HTR5A ag	SR-BI HDL uptake	MITF TRPM1 HTS	NSD2 inh	CDK5 p35 inh	Wnt act	dFosB activator
COc1ccc(/C=C2\Oc3cc(OCC(=O)N4CCC[C@H]4C(=O)O)ccc3C2=O)cc1OC
  10	1	-6	2	-9	3	.	-2.7	.	-2
O=[N+]([O-])c1ccc(NNC(=S)Nc2ccc(F)cc2)cc1
  7	-1	-5	2	41	18	6	1.2	.	0
Cc1ccc(Cl)c2c1=NC(=O)C=2c1[nH]c(=S)[nH]c1O
  -9	2	23	-7	-7	-6	0	0.8	0	2
COc1ccccc1NCCC(=O)OCC(=O)Nc1ccc(Cl)cn1
  -12	0	10	0	-19	-14	1	0.2	.	-9
O=C(CCn1c(=O)c2ccccc2n(CC(=O)NCCC2=CCCCC2)c1=O)NCc1ccco1
  -13	-1	-1	1	36	-4	.	0.3	.	8
COc1cc(S(=O)(=O)N2CCN(Cc3ccc4c(c3)OCO4)CC2)c(C)cc1C
  -12	-2	1	0	-11	.	.	2.0	-2	-2
Cc1cccc(NS(=O)(=O)c2c(C(=O)N3CCCC3)c(C)n(C)c2C)c1
  4	4	-10	-2	31	-10	13	0.2	2	-2
Cc1cc(O)c(C(C[N+](=O)[O-])c2ccc(Cl)cc2Cl)c(=O)o1 (centres undefined)
  11	2	-29	-2	-13	-3	1	-2.2	.	-6
CCC(Cc1ccccc1)OC(=O)c1ccccc1C(=O)O (centres undefined)
  -10	0	2	-1	-6	6	4	0.3	-3	1
NC(=O)NC(=O)CC1S/C(=N/N=C2\CSC(=O)N2)NC1=O (centres undefined)
  3	-1	-5	2	-3	-3	-27	0.0	0	4
N#C/C(=C\c1ccc(C(=O)O)cc1)c1ccccn1
  3	1	-1	0	-1	-3	-7	7.0	-8	-2
CN(C)C(CNC(=O)c1cccc(S(=O)(=O)NCc2ccccc2)c1)c1ccccc1 (centres undefined)
  -9	5	-2	0	-20	11	1	-0.1	0	-9
O=S(=O)(c1ccccc1)[C@@]1(c2ccccc2)C[C@@H]2ON=C(c3cccc(-c4ccccc4)c3)[C@@H]2C1
  -19	4	3	-1	-1	-2	.	0.8	-5	-3
O=S(Cc1ccccc1)c1ccccc1 (centres undefined)
  -14	0	8	-2	-19	10	-1	0.2	-1	-10
Cc1ccccc1Cn1c(=N)n(CC(O)c2ccco2)c2ccccc21 (centres undefined)
  -17	0	-9	0	-23	5	0	-1.2	.	-1
O=C(/C=C/c1ncc(C(F)(F)F)cc1Cl)OCc1ccccc1
  -8	-4	-7	2	-12	-8	2	-0.2	-3	-1
COc1ccc(NC(=S)NC(NC(=O)c2ccccc2Cl)C(Cl)(Cl)Cl)c([N+](=O)[O-])c1 (centres undefined)
  -7	-5	20	-8	15	0	.	1.5	-3	10
COc1cc(OC)cc(C(=O)OCC(=O)NC2CCCCCC2)c1
  -19	2	1	-1	2	2	2	-1.9	-3	-8
CC(C)OC(=O)c1cccc(NC(=O)CSc2nnc(N)s2)c1
  -13	6	8	-3	2	14	.	-0.3	10	-6
COc1ccc(C)cc1NC(=O)COC(=O)c1c(C)nn(-c2ccccc2)c1C
  2	3	-10	4	8	28	-2	0.0	-3	-5
Cc1ccc(NS(=O)(=O)c2c(C)[nH]c(C)c2C(=O)N2CCCCC2)c(C)c1
  2	1	14	-4	3	-2	2	0.7	2	-6
CCOC(=O)N1CCN(S(=O)(=O)c2ccc(C(=O)Nc3ccc(F)cc3F)cc2)CC1
  -1	-1	-13	0	34	-27	.	2.8	.	5
C/C(=N\NC(=O)c1cc(-c2ccccn2)nc2ccccc12)c1cccc([N+](=O)[O-])c1
  7	2	-11	4	-10	-2	1	-2.6	-2	-10
O=c1cc(O)c(-c2cccc(Cl)c2)c(Cl)[nH]1
  4	-1	-7	4	-5	-6	4	-0.8	-3	-1
CCOc1cc(NC(=O)Nc2ccccc2)c(OCC)cc1NC(=O)CC
  -12	-2	6	1	20	.	-4	0.5	-2	-4
O=C(NCc1ccc2c(c1)OCO2)c1ccc(N2C(=O)C3CCCCC3C2=O)cc1 (centres undefined)
  9	-4	-13	3	-4	-1	.	-0.5	.	-3
COc1ccc(NS(=O)(=O)c2cccc(N/C(=N\S(=O)(=O)c3ccccc3)c3ccc(F)cc3)c2)cc1
  -20	0	-22	3	-2	1	-1	0.6	-5	-12
Cc1ccc(OCCn2c(=O)cnc3ccccc32)cc1
  -3	-5	3	-1	-18	-9	-1	-0.2	.	-3
O=C(Nc1ccccc1N1CCCC1)c1cccnc1
  -14	-2	27	-4	3	.	1	-3.8	.	7
CSc1ccccc1NC(=O)COC(=O)c1ccccc1Cc1ccccc1
  2	1	-24	-4	13	12	4	-1.0	.	-6
